# Screening results (PubChem BioAssay)
# FLuc act counter = FLuc activators, initial screening, artefact control for FLuc-dependent activation tests, biochemical, ATPlite luminescence; Luciferin 4-monooxygenase (Photinus pyralis), P08659; ATPlite luciferase biochemical, 10 min; 0 = ATP-free wells, 1 = DMSO control; activation factor at 10 µM; 200,000 tested, under 10 active; AID 1027, 2008;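 active = luciferase activation factor, scaled between plate controls, of at least 2 with compound at 10 µM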
# Target sequence (P08659 whole entry, looked up): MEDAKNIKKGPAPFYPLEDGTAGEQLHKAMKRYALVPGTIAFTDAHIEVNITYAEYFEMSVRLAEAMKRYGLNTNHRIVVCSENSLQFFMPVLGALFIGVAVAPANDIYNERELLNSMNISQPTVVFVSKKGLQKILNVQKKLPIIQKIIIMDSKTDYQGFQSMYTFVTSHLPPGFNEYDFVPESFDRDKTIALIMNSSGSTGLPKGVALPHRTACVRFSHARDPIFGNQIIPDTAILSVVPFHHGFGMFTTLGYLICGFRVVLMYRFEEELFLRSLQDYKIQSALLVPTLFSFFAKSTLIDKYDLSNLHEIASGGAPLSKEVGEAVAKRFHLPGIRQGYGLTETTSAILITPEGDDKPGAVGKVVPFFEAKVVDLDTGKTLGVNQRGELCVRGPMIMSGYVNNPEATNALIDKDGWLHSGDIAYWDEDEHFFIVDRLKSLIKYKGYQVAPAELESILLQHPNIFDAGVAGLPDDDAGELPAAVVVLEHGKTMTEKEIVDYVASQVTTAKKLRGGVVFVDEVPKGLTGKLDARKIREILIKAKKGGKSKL
#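 Assay system: Luciferase/luciferin reagent mix; Medium: PBS as buffer for the ATP substrate; Dosing: test compounds dosed from 2 mM stocks in 100% DMSO; Times: 10 min, room temperature; Signal: luminescence from luciferase reaction; Read-out: luciferase activation; Controls: No-ATP low control, compound-free enzyme-plus-ATP high control.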
# TNAP inh hi DEA = human TNAP enzyme inhibitors, primary screen, biochemical, luminescent, high phosphate acceptor level, uHTS | purified TNAP, CDP-star luminescence, 1 M DEA | inhibition, % at 20 µM | 200,000 tested, 0.03% active | AID 1135, 2008;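 active = over 50% inhibition of tissue-nonspecific alkaline phosphatase at 20 µM in the single-dose screen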;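 note: plate controls were DMSO wells for no effect and EDTA-quenched wells as full inhibition for full effect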
# Target sequence (P05186 whole entry, looked up): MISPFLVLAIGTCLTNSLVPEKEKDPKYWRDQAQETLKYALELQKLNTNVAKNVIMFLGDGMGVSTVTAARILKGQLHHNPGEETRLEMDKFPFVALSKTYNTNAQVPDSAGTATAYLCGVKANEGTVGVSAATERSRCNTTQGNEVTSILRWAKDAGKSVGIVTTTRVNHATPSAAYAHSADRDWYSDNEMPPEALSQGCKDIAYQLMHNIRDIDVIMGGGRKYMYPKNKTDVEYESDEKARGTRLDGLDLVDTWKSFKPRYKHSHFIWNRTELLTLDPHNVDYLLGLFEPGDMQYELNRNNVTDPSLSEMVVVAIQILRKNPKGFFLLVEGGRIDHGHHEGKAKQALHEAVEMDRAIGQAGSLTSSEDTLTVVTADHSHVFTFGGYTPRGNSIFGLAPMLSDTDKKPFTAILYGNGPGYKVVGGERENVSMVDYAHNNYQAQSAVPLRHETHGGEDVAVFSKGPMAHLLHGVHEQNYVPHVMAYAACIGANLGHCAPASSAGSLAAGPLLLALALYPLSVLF
# TNAP inh no acc = human TNAP enzyme inhibitors, primary screen, biochemical, luminescent, no phosphate acceptor, uHTS; AID 1012, 2008; purified TNAP, CDP-star luminescence, 30 min; 200,000 tested, 0.26% active; Alkaline phosphatase, tissue-nonspecific isozyme (Homo sapiens), P05186; inhibition, % at 20 µM;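 active = tissue-nonspecific alkaline phosphatase inhibition above about 50% at 20 µM in the single-dose screen, limit read from the data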;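 note: 0% = DMSO negative control and 100% = EDTA positive control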
# bIAP act = bovine intestinal alkaline phosphatase activators, primary screen, biochemical, bovine IAP, CDP-star luminescence; alkaline phosphatase, intestinal [Bos taurus]; purified bovine IAP, 30 min; hits give high values; fold of DMSO-control signal, blank-subtracted; activation factor at 20 µM; 200,000 tested, 0.17% active; AID 1016, 2008;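 active = activation factor of 2 or more at 20 µM, a signal rise over negative controls twice the positive control's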
# bIAP inh = bovine intestinal alkaline phosphatase inhibitors, primary screen, selectivity assay for TNAP inhibitor project, biochemical, bovine IAP, CDP-star luminescence | 190,000 tested, under 10 active | inhibition, % at 20 µM | AID 1019, 2008 | purified bovine IAP, 30 min | alkaline phosphatase, intestinal [Bos taurus];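 active = over 50% inhibition of intestinal alkaline phosphatase at 20 µM in the single-dose screen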
#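 Assay system: bovine IAP enzyme; medium: DEA buffer 100 mM, pH 9.8, with MgCl2 1.0 mM, ZnCl2 0.02 mM; doses: 20 µM single dose; incubation: enzyme reaction for 30 min at room temperature; detection: CDP-star luminescence signal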
# TNAP act hiacc = TNAP activators at high phosphate acceptor level, primary screen, biochemical, luminescence, uHTS; Alkaline phosphatase, tissue-nonspecific isozyme (Homo sapiens), P05186; purified TNAP, CDP-star luminescence, 1 M DEA, 30 min; hits give high values; 0 = EDTA background, 1 = DMSO-only activity; activation factor at 20 µM; 200,000 tested, under 10 active; AID 1136, 2008;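 active = activation factor at least 2 at 20 µM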
#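 Dosing: 20 µM single point. System: human TNAP. Amount: TNAP 1/800 final. Incubation: 30 min, room temperature. Read-out: TNAP activation factor scaled between EDTA and DMSO control wells. Signal: luminescence from CDP-star hydrolysis. Medium: 1 M DEA, pH 9.8, Mg2+, Zn2+. Control set: EDTA negative control, DMSO positive control.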
# APP transl inh = inhibitors of APP translation via 5'UTR reporter, primary screen, APP 5'UTR luciferase, SH-SY5Y cells. SH-SY5Y APP 5'UTR-luciferase reporter, luminescence. inhibition, % at 2 µM. 190,000 tested, 0.82% active. AID 1285, 2008;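 active = inhibition above a set limit, derived from the sample mean plus 3 SD, cut at about 45% in these data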; note: values of inactives mirror those of a sister screen read the other way
# FLuc inh counter = firefly luciferase enzyme inhibitors, primary screen, artefact control for luciferase-based inhibitor screens, biochemical, luminescence, ATPLite | inhibition, % at 10 µM | 10 min | 200,000 tested, 1.5% active | AID 1006, 2008;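 active = inhibition above about 50% when tested at 10 µM, limit read from the data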
# L major viab = Leishmania major promastigote growth inhibition, primary screen. Leishmania major promastigotes, resazurin fluorescence viability. 200,000 tested, 9% active. inhibition, % at 10 µM; in the data active = inhibition above about 50%;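 note: promastigotes grown with compound for 44 hours at 28 °C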
# RAM network inh = inhibitors of the yeast RAM network, primary screen, dse1pr::URA3 reporter, 5-FOA selection; S. cerevisiae dse1pr::URA3 reporter, 5-FOA growth OD615, 2 d; analog-sensitive cbk1-as2 kinase mutant strain; inhibition, % at 50 µM; 190,000 tested, 1.8% active; AID 868, 2007;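 active = inhibition above a set limit, 3 SD over mean compound inhibition, cut at about 8.4% in these data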;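 note: 0% = DMSO-only wells with no growth and 100% = 10 µM 1-NA-PP1 full growth; inhibition rescues growth on 5-FOA so higher OD means more RAM inhibition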
# Starred values were filed as active, the others as inactive; . = not tested or not shown.
SMILES,FLuc act counter,TNAP inh hi DEA,TNAP inh no acc,bIAP act,bIAP inh,TNAP act hiacc,APP transl inh,FLuc inh counter,L major viab,RAM network inh
Cc1ccc(C(=O)CSc2nnc(COc3ccccc3)o2)cc1,1.1,-6,-8,1,-1,1.1,-15,-6,-6,6.4
Cn1nc(C(F)(F)F)cc1Oc1ncc(C(F)(F)F)cc1Cl,1.1,-5,-6,0.9,8,1.1,-18,-8,-10,2.0
NC1=NS(=O)(=O)NC1c1ccc(Br)cc1 (stereo not given),1,-1,-6,0.9,12,1,-8,-4,2,1.2
O=C(NCC1CCCO1)NC1(C(F)(F)F)Oc2ccccc2O1 (stereo not given),1.1,4,19,0.9,10,1,-20,-9,1,0.8
Cc1cccc(NC(=S)NCCN(C2CCCCC2)C2CCCC2)c1,1.1,-7,-32,0.6,44,1.1,8,-6,37,2.0
COC(=O)c1ccccc1NC(=O)CSc1nc(N)cc(=O)[nH]1,1,-8,-14,0.9,7,1.1,-19,-5,-8,0.5
O=C(c1cccc(S(=O)(=O)N2CCOCC2)c1)N(Cc1ccc(F)cc1)Cc1ccco1,1,-6,-10,1.1,-12,1.1,-1,-5,9,2.6
CC(C)(C)NC(=O)COC(=O)c1nsc(Cl)c1Cl,1.1,-1,-11,1,3,1,-8,-6,-10,-0.2
COc1ccc(C(=O)Nc2ccc3c(c2)nc2n3CCSC2)cc1,0.3,-3,8,1,1,1,-82,66*,-1,2.1
Cc1nnc(SCc2cc(=O)oc3ccc4ccccc4c23)n1Cc1ccccc1,1.1,-1,-4,1,-1,1,14,-8,-1,2.8
O=c1c2ccccc2n(Cc2ccccc2F)c(=O)n1Cc1ccccc1F,1,-3,-11,1,3,1,13,-4,0,6.5
CCOC(=O)C1CCCN(C(=O)COc2ccccc2F)C1 (stereo not given),1.1,-5,-8,1,1,1.1,-2,-8,-8,0.0
COc1cc(C(=O)Nc2nc3ccccc3[nH]2)cc(OC)c1OC,1,0,-7,1,-1,1,13,1,38,0.3
Cc1cccnc1CCNC(=O)CCc1nnc(-c2ccccc2)o1,1,3,-9,1,-4,1,-8,-4,-2,2.4
O=C(NCC#CCOCc1ccccc1)c1ccccc1,1.1,-4,-10,0.8,17,1,-15,-10,-6,-0.4
NNc1nc(-c2ccccc2)cs1,1,7,-11,1,5,0.9,-29,3,90*,0.7
Cn1c(CO)cnc1S(=O)(=O)Cc1ccc([N+](=O)[O-])cc1,1.1,0,-4,0.8,15,1,.,-5,-5,2.2
COc1ccc(NC(=O)CSCC(=O)NCCc2ccccn2)cc1,1,-1,-12,1.1,-8,1,1,2,-5,1.1
CCOCCCNC(=O)c1c[nH]c2c(CC)cccc2c1=O,1,-4,-6,1,-1,1,4,-2,11,-0.6
c1ccc(Cc2nnc3sc(-c4cccnc4)nn23)cc1,1,-2,-10,0.9,9,1,6,-4,-4,0.4
Cc1nn(Cc2ccc(Cl)c(Cl)c2)c(C)c1NC(=O)c1cc(CC(C)C)on1,1.1,-4,-8,0.7,26,1,-3,-6,1,2.2
CC(=O)N1N=C(c2ccc(Cl)cc2)OC1(C)C,1,1,-14,1,4,1,-4,0,-7,0.5
CCN(CC)S(=O)(=O)c1ccc(NC(=O)COC(=O)c2cnc(C)cn2)cc1,1.1,-2,-2,1.1,-8,1,13,-6,-2,0.5
C/C(=N\NC(=O)C(N)=O)c1ccc(OC(F)F)cc1,1,2,-3,1.1,-7,1,2,4,-4,2.3
COC(=O)C1=C(C)Nc2c(c(=O)n(C)c(=O)n2C)C1c1ccc(Cl)cc1 (stereo not given),1,-2,-3,1.1,-7,1,16,1,-1,1.4
CC1CCN(CC(=O)NCc2ccccc2)CC1,1,1,-10,0.9,6,1,-7,-3,-12,0.0
CCC1CSC(Nc2ccc(C(=O)/C=C/c3ccc(OC)c(OC)c3)cc2)=N1 (stereo not given),1,0,0,1,1,1,17,3,96*,-0.1
CCn1c(SCC(=O)Nc2nc(-c3ccccc3)cs2)nc2c1c(=O)n(C)c(=O)n2C,1.1,-4,-3,1.3,-27,1,-21,-7,-7,3.5
Cc1ccc2sc3ccc(NC(=O)c4ccccc4Cl)cc3c(=O)c2c1,1,2,-2,0.9,13,1,18,5,0,4.7
CCN1C(=S)SC(=O)C1=C1C=C(C)N(CCO)C(C)=C1,1,17,9,0.5,48,0.8,-121,3,-2,-0.2
Cc1cccc(NC(=S)N(CCCN2CCCC2)Cc2cccn2Cc2ccc(Cl)cc2)c1,1.1,-4,-11,0.7,32,1,-19,-10,98*,4.1
CCN(CC)C(=O)CN(C#N)c1nc(Cl)nc(N(C)C)n1,1.1,-8,-9,1,0,1.1,3,-8,-5,-0.2
c1ccc2oc(NC3=NCN(CC4CCCO4)CN3)nc2c1 (stereo not given),1,-9,-3,1.1,-13,1.1,-43,0,-5,-0.3
O/C(=C\c1ccc2ccccc2n1)c1ccc(O)cc1O,0.2,2,-10,1,-4,1,-158,83*,-5,5.2
CCC(C)NS(=O)(=O)c1ccc(OCC(=O)NCc2ccco2)cc1 (stereo not given),1,-5,-9,1,2,1,8,-5,-4,0.5
CCn1c(CNC(=O)COc2ccc(C(C)C)cc2)nnc1SCC(=O)Nc1ccccc1,1,-6,-18,1.1,-15,1.1,39,1,1,-0.5
N#Cc1cc(-c2ccccc2)nc(Oc2ccc(Cl)cc2)n1,1,0,-14,0.9,8,1,0,-1,77*,6.1
Cc1cccc(-c2noc(CN(C)S(=O)(=O)c3cc(Cl)ccc3Cl)n2)c1,1.1,-4,-12,0.6,42,1,-3,-9,10,8.6*
CC1CCCN(C(=O)C(Cc2ccccc2)n2cccc2)C1 (stereo not given),1.1,-5,4,1,3,1,8,-7,-1,1.0
O=C(O)CCn1c2c(c3ccccc31)CCCC2,1,-3,-7,1,3,1,5,0,-6,-1.1

# Structural class: the compounds so far containing an aryl methoxy group (4)
SMILES,FLuc act counter,TNAP inh hi DEA,TNAP inh no acc,bIAP act,bIAP inh,TNAP act hiacc,APP transl inh,FLuc inh counter,L major viab,RAM network inh
COc1ccc(C(=O)Nc2ccc3c(c2)nc2n3CCSC2)cc1,0.3,-3,8,1,1,1,-82,66*,-1,2.1
COc1cc(C(=O)Nc2nc3ccccc3[nH]2)cc(OC)c1OC,1,0,-7,1,-1,1,13,1,38,0.3
COc1ccc(NC(=O)CSCC(=O)NCCc2ccccn2)cc1,1,-1,-12,1.1,-8,1,1,2,-5,1.1
CCC1CSC(Nc2ccc(C(=O)/C=C/c3ccc(OC)c(OC)c3)cc2)=N1 (stereo not given),1,0,0,1,1,1,17,3,96*,-0.1

# Arranged by value in TNAP inh hi DEA (largest number first): three of the compounds above.
Structure	TNAP inh hi DEA	TNAP inh no acc	bIAP act	bIAP inh	TNAP act hiacc	APP transl inh	RAM network inh
Cc1ccc2sc3ccc(NC(=O)c4ccccc4Cl)cc3c(=O)c2c1	2	-2	0.9	13	1	18	4.7
N#Cc1cc(-c2ccccc2)nc(Oc2ccc(Cl)cc2)n1	0	-14	0.9	8	1	0	6.1
CCC(C)NS(=O)(=O)c1ccc(OCC(=O)NCc2ccco2)cc1 (stereo not given)	-5	-9	1	2	1	8	0.5

# (next part)
SMILES,FLuc act counter,TNAP inh hi DEA,TNAP inh no acc,bIAP act,bIAP inh,TNAP act hiacc,APP transl inh,FLuc inh counter,L major viab,RAM network inh
Cc1nn(C)c(C)c1S(=O)(=O)N1CCC(CO)(CC2CCCCO2)CC1 (stereo not given),1.1,-6,-14,1,-3,1.1,2,-9,-3,0.7
CCN1C(=O)/C(=C/c2nc3ccccc3c(=O)[nH]2)c2ccccc21,1,1,7,1.1,-11,1,9,-2,99*,1.1
Nc1nc2n(n1)C(c1ccco1)CC(c1ccc(F)cc1)N2 (stereo not given),1.1,-7,-11,0.9,12,1.1,13,-5,-9,-0.9
Cc1nn(-c2ccc(C(=O)O)cc2)c(=O)c2ccccc12,1,-4,-10,1,5,1,2,-4,-9,0.6
CCn1c(COc2ccc(Cl)c(C)c2)nnc1SCC(=O)N1CCCC1,1,0,-8,1.1,-7,1,-6,-5,2,-0.4
CCN(CC)C(=O)/C(=C/c1ccc(F)cc1)NC(C)=O,1.1,-3,-9,1,1,1,5,-5,-3,0.0
CCCCNC(=S)N=Nc1c(O)n(Cc2ccccc2)c2ccccc12,1.1,8,6,0.8,15,0.9,-12,-6,9,8.4
Cc1ccc2[nH]c(=O)c(CN(CCCO)S(=O)(=O)c3c(C)ccc4nsnc34)cc2c1,1,-1,-5,1,3,1,-3,-4,34,-0.1
O=C(COC(=O)c1cc(=O)c2ccccc2o1)NCC1CCCCC1,1,0,-10,1.1,-7,1,1,-2,6,0.8
N#Cc1cc2ccccc2nc1SCC(=O)Nc1ccc(S(=O)(=O)N2CCCC2)cc1,1.1,-2,-16,0.9,10,1,17,-5,96*,4.2
COc1ccc(N(CC(=O)NCc2ccccc2)S(C)(=O)=O)cc1,1,-2,3,0.9,8,1,-6,1,-5,-0.4
CCCCc1nc2ccccc2c(=O)n1NC(=O)c1c(O)c2c(n(CC(C)C)c1=O)CCCC2,1,2,0,1.1,-9,1,2,-5,49,1.1
COc1ccc(OC)c(-n2c(=S)[nH]c3c(sc(=S)n3-c3ccccc3)c2=O)c1,1,0,-6,0.9,9,1,-6,2,-14,5.2
CCCOc1ccc(N2C(=O)CC(N(Cc3ccco3)C(C)=O)C2=O)cc1 (stereo not given),1.1,-6,-10,0.9,6,1.1,-11,-6,-4,2.2
O=C1CCCc2[nH]nc(-c3cccnc3)c21,1,-9,34,1,5,1.1,10,-1,1,0.8
O=S(=O)(O)c1nnc2sc3ccccc3n12,1,0,-2,1,0,1,-7,0,-6,1.1

# Whole records from above. Order of screens: FLuc act counter, TNAP inh hi DEA, TNAP inh no acc, bIAP act, bIAP inh, TNAP act hiacc, APP transl inh, FLuc inh counter, L major viab, RAM network inh
# CCCCNC(=S)N=Nc1c(O)n(Cc2ccccc2)c2ccccc12 across the screens: 1.1, 8, 6, 0.8, 15, 0.9, -12, -6, 9, 8.4
# CCCCc1nc2ccccc2c(=O)n1NC(=O)c1c(O)c2c(n(CC(C)C)c1=O)CCCC2 across the screens: 1, 2, 0, 1.1, -9, 1, 2, -5, 49, 1.1
# O=S(=O)(O)c1nnc2sc3ccccc3n12 across the screens: 1, 0, -2, 1, 0, 1, -7, 0, -6, 1.1
# COc1ccc(OC)c(-n2c(=S)[nH]c3c(sc(=S)n3-c3ccccc3)c2=O)c1 across the screens: 1, 0, -6, 0.9, 9, 1, -6, 2, -14, 5.2
